Giardia FBPA inh – blocks Giardia fructose-bisphosphate aldolase activity. purified Giardia FBPA. Potency, µM (series often up to 59.6 µM), without a hit: top-dose activity, negative = inhibition, hits mostly inhibitors. 0.71% of 290,000 active. AID 2451; further: potency means the concentration at half of the fitted maximal effect; nearly all actives have a fitted effect of over 55% in size
Target sequence (A8B2U2 whole entry, looked up): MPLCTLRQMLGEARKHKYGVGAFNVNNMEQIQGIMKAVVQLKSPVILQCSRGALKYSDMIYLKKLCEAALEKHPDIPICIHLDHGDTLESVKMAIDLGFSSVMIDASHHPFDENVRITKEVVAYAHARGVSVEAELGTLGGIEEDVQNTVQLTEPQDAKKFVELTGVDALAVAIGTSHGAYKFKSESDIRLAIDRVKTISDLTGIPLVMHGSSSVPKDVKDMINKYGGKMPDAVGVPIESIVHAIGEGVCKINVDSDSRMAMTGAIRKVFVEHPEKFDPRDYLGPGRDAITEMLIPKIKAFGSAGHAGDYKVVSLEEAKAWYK
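Giardia FBPA (40 nM reagent) was preincubated 10 min at RT with compound (up to 57.5 uM final), then substrate plus GAPDH/TPI/NAD/arsenate coupling system with diaphorase/resazurin was added; resorufin fluorescence (525/598 nm) was read after 20 min.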
Sm TGR block – S. mansoni TGR enzyme inhibition. Q962Y6. purified TGR, DTNB reduction, TNB absorbance 405 nm. Potency, µM (highest dose often 114 µM), for the others: at the highest dose activity change, negative = inhibition, most hits filed as inhibitors. 3% of 360,000 active. AID 485364; further: potency means the concentration at half of the fitted maximal effect; nearly all actives have a fitted effect of over 60% in size
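TGR 20 nM + NADPH 100 uM (dispensed conc.), cpd preinc 15 min RT; start with NADPH (500 uM addition) then DTNB (15 mM addition). Kinetic TNB absorbance, 405 nm filter. Four-parameter Hill fit across titration.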
AmpC inh detg – inhibitors of E. coli AmpC beta-lactamase with detergent; AmpC hydrolysis of nitrocefin, absorbance 480 nm, 0.01% Triton; Potency, µM (titrated, usually from 114 µM), for inactives: top-dose activity change, negative = inhibition, usual class: inhibitors; 0.041% of 370,000 active;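 further: potency means the concentration at half of the fitted maximal effect; 0% = no-compound wells and -100% = no-enzyme wells; nearly all actives have a fitted effect of over 25% in size; some results filed as inactive show a strong effect at the top dose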
Target sequence (P00811 whole entry, looked up): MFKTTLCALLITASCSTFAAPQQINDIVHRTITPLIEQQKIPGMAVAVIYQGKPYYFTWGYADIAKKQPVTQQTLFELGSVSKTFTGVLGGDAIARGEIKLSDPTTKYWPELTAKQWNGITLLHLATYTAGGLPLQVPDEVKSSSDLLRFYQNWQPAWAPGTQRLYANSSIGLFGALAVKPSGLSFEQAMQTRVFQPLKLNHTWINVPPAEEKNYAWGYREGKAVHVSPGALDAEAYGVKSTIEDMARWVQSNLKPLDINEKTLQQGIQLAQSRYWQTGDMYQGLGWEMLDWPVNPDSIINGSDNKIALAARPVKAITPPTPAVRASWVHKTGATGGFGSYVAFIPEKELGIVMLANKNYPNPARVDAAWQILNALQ
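AmpC (5.3 nM in the dispensed reagent) in 20 mM phosphate pH 7.0 with 0.01% (detergent screen) or 0.0001% Triton X-100 was preincubated with compounds for 15 min at room temperature. Nitrocefin was then added from an 800 uM solution, and hydrolysis was followed at 480 nm.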
HCMV inh – inhibitors of human cytomegalovirus; 4.5% of 410,000 active; AID 1259415; HFF cells, HCMV-luciferase reporter, 72 h; stronger effect = lower value; activity change, negative = inhibition, % at 57.5 µM; in the data active means activity change below about -60%; inconclusive means no clear call, values can overlap the other calls; inactive means above about -39%
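Inhibition of viral replication was scored as loss of reporter luminescence in HFFs infected with HCMV-luciferase (MOI 1 PFU/cell) for 72 h; compounds tested at 2 doses, normalized to buffer and Salinomycin controls.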
AmpC no deterg – blocks E. coli AmpC beta-lactamase in detergent-free assay. P00811. AmpC nitrocefin hydrolysis, absorbance 480 nm, 0.0001% Triton. Potency, µM (highest dose often 57.1 µM), for inactives: at the highest dose activity change, negative = inhibition, actives largely listed as inhibitors. 0.52% of 330,000 active. AID 485341;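 further: potency means the concentration at half of the fitted maximal effect; plate controls were no compound for no effect and no enzyme for full effect; nearly all actives have a fitted effect of over 20% in size; some results filed as inactive show a strong effect at the top dose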
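AmpC (5.3 nM in the dispensed reagent) in 20 mM phosphate pH 7.0 with 0.01% (detergent screen) or 0.0001% Triton X-100 was preincubated with compounds for 15 min at room temperature. Nitrocefin was then added from an 800 uM solution, and hydrolysis was followed at 480 nm.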
HCV inhibitor – blocks hepatitis C virus; Huh7.5.1 HCVcc-Cre infection, luciferase reporter, 44 h; Potency, µM (series often up to 41.8 µM), for inactives: at the top dose activity change, negative = inhibition, hits mostly inhibitors; 3.4% of 340,000 active; further: potency means the concentration at half of the fitted maximal effect
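Whole-lifecycle infectious HCVcc-Cre system; cells 1,000/well, compound then virus (~0.5 moi) added 4 h after plating, 44 h culture. Luciferase read 15 sec following 15 min substrate incubation, room temp.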
Numbers without * were called inactive; & = joins results of further samples; [ ] = another dose, or the depositor's remark. Unless noted, the call rests on the fitted dose curve; in most records, active means well fitted curve in the direction sought with a large enough effect; inconclusive means small, poorly fitted or top-dose-only effect, or another doubt; inactive means no such curve, though single readings can be large; an effect the other way counts as inactive or inconclusive. Unless noted, on the % scale 0 is the no-effect control and ±100 the full control effect.

`O=C(CCS(=O)(=O)CCN1CCOCC1)NCNC(=O)CCS(=O)(=O)CCN1CCOCC1` gave Giardia FBPA inh 0%, Sm TGR block 6%, AmpC inh detg 1%, HCMV inh -32, AmpC no deterg -2% and HCV inhibitor 8%.
OCC1(Cc2ccccc2C(F)(F)F)CCN(Cc2cccc3cnccc23)CC1 was read as Giardia FBPA inh 1%, Sm TGR block 1%, AmpC inh detg 1%, HCMV inh inconclusive, AmpC no deterg 59% and HCV inhibitor -23%.
For COc1cc(C2c3c(-c4ccccc4O)n[nH]c3C(=O)N2Cc2ccncc2)ccc1O (configuration not stated) the results were Sm TGR block 0%, AmpC inh detg 19% and HCMV inh 49.
For COc1ccccc1CNS(=O)(=O)c1c(C(=O)N2CCC(C)CC2)c(C)n(C)c1C the results were Sm TGR block 0%, AmpC inh detg 2% and HCMV inh -28.
Screening COc1cc(NC(=O)c2ccc(COCC(F)(F)F)o2)cc(OC)c1OC returned Giardia FBPA inh 0%, Sm TGR block -6%, AmpC inh detg inconclusive, HCMV inh 0, AmpC no deterg 4% and HCV inhibitor inconclusive.
Screening O=C(Cn1ncc2c3ccccc3n(Cc3ccc(F)cc3)c2c1=O)NCCC1=CCCCC1 returned Sm TGR block 11%, AmpC inh detg 16% and HCMV inh -7.
CCc1ccc(-c2nn(CC(=O)NC3CCCCC3)c3c2cnc2ccc(F)cc23)cc1 was read as Sm TGR block -10%, AmpC inh detg -5% and HCMV inh 15.
For CCC(C)[C@@H](N)C(=O)N/N=C/c1cccc2nccnc12 (some centres not stated) the results were Giardia FBPA inh -20%, Sm TGR block -3%, AmpC inh detg 3%, AmpC no deterg -10% and HCV inhibitor -11%.
For CCN(CC(=O)Nc1ccc2c(c1)OCCO2)C(=O)c1cccc(OCC(C)C)c1 the results were Sm TGR block inconclusive, AmpC inh detg -3%, HCMV inh 67, AmpC no deterg 55% and HCV inhibitor -15%.
CCc1ccccc1N(CC)C(=O)c1cn(CC)c(=O)c2cc(OC)c(OC)cc12 was read as Giardia FBPA inh 1%[12.9 µM], Sm TGR block 10%, AmpC inh detg -8%, HCMV inh -11, AmpC no deterg 77%[activator] and HCV inhibitor inconclusive.
For O=C(CNC1CCCCC1)NCC1(c2ccccc2)CCCC1 the results were Giardia FBPA inh 1%, Sm TGR block 3%, AmpC inh detg -9%, HCMV inh -4, AmpC no deterg -22% and HCV inhibitor -2%.
CC(=O)NCCCC(=O)NN1C(=S)N(Cc2ccccc2)C(=O)C1CC(=O)Nc1cccc(C)c1 (configuration not stated) was read as Giardia FBPA inh -1%, Sm TGR block 4%, AmpC inh detg 9%, HCMV inh -5, AmpC no deterg 154%[activator] and HCV inhibitor 10%.
Screening O=C1c2ccccc2-c2c1cccc2C(=O)N1CCN(C(=O)c2ccco2)CC1 returned Giardia FBPA inh -6%, Sm TGR block 20µM*, AmpC inh detg inconclusive, HCMV inh -27, AmpC no deterg 40% and HCV inhibitor -3%.
Screening CCOC(=O)c1cnc2c(-c3ccc(F)cc3)cnn2c1C(F)(F)F returned Giardia FBPA inh 0%, Sm TGR block 7%, AmpC inh detg -6%, AmpC no deterg -38% and HCV inhibitor -22%.
Screening CCn1cc(C(=O)NCCCN(C)C)c(=O)c2cc(F)c(N3CCN(C)CC3)cc21 returned Giardia FBPA inh 0%, Sm TGR block -1%, AmpC inh detg inconclusive, HCMV inh 74, AmpC no deterg -10% and HCV inhibitor -13%&-6%.
COc1cccc(-n2c(Cc3cc(=O)[nH]c(=O)[nH]3)nnc2SCc2cccc(C(F)(F)F)c2)c1 was read as Giardia FBPA inh 3%, Sm TGR block -4%, AmpC inh detg -2%, HCMV inh -40, AmpC no deterg 70%[activator] and HCV inhibitor 8%.
Cc1occc1-c1nnc(SCC(=O)c2ccccc2)n1CC1CCCO1 (configuration not stated) was read as Giardia FBPA inh -4%, Sm TGR block 28µM*, AmpC inh detg -17%, HCMV inh 44, AmpC no deterg 95%[activator] and HCV inhibitor inconclusive.
`O=C1CCCc2ccccc2N1Cc1ccc(Cl)cc1Cl` gave Giardia FBPA inh 5%, Sm TGR block 5%, AmpC inh detg -8%, HCMV inh -28, AmpC no deterg 23% and HCV inhibitor inconclusive.
`Cc1cc2c(s1)c(C#N)c(C(=O)NCc1ccccc1F)n2C` gave Sm TGR block -18%, AmpC inh detg -14% and AmpC no deterg -17%.
Screening Cc1ccc2nc(C(C)O)[nH]c2c1 (configuration not stated) returned Sm TGR block -19%, AmpC inh detg -5%, HCMV inh 23, AmpC no deterg -8% and HCV inhibitor 28%.
`COc1cc(NC(=O)c2cc3ccccn3n2)cc(OC)c1OC` gave Sm TGR block 5%, AmpC inh detg -4% and HCMV inh 39.
Cc1ccc(S(=O)(=O)N2CCOCC2)cc1C(=O)Nc1cccc(S(=O)(=O)N2CCCC2)c1 was read as Giardia FBPA inh -6%, Sm TGR block 5%, AmpC inh detg 0%, HCMV inh -10, AmpC no deterg 12% and HCV inhibitor -21%.
CCC1NC(C(=O)O)Cc2c1[nH]c1ccccc21 (configuration not stated) was read as Sm TGR block 40µM*, AmpC inh detg -6%, HCMV inh 19, AmpC no deterg -38% and HCV inhibitor -13%.
Screening C=CCNC(=O)C1CC=CCC1C(=O)O (configuration not stated) returned Giardia FBPA inh -1%, Sm TGR block -31%, AmpC inh detg inconclusive, HCMV inh -3, AmpC no deterg -11% and HCV inhibitor -1%.
COc1cccc(NC(=O)Cn2nc(Cc3cccnc3)c3ccccc3c2=O)c1 was read as Giardia FBPA inh 8%, Sm TGR block 0%, AmpC inh detg inconclusive, HCMV inh -7, AmpC no deterg -17% and HCV inhibitor -5%.
Screening O=C(c1cnn2c(C(F)F)cc(-c3ccccc3)nc12)N1CCN2CCCC2C1 (configuration not stated) returned Giardia FBPA inh -3%, Sm TGR block inconclusive, AmpC inh detg inconclusive, HCMV inh -22, AmpC no deterg 29% and HCV inhibitor inconclusive.
Screening CCCCCN(C(=O)CCC(=O)OC(C)C(=O)c1ccccc1)c1c(N)n(CCCC)c(=O)[nH]c1=O (configuration not stated) returned Sm TGR block 7%, AmpC inh detg -1%, HCMV inh -19, AmpC no deterg 67%[activator] and HCV inhibitor 1%.
`COc1ccc(-c2c(C)nc3c(-c4ccsc4)cnn3c2N)cc1` gave Giardia FBPA inh 5%, Sm TGR block -13%, AmpC inh detg -1%, HCMV inh 63, AmpC no deterg -7% and HCV inhibitor -5%.
Screening Cn1nc(NC(=O)CC23CC4CC(CC(C4)C2)C3)c2c(F)cccc21 returned Giardia FBPA inh 4%, Sm TGR block 12%, AmpC inh detg 3%, HCMV inh 18, AmpC no deterg -4% and HCV inhibitor 20%.
For CCOC(=O)C1=C(c2ccccc2)NC(=S)NC1c1cccc([N+](=O)[O-])c1 (configuration not stated) the results were Giardia FBPA inh -8%, Sm TGR block 3%, AmpC inh detg inconclusive, HCMV inh 12, AmpC no deterg -10% and HCV inhibitor inconclusive.

Random excerpt: 5 compounds from above.
`Cc1cc2c(s1)c(C#N)c(C(=O)NCc1ccccc1F)n2C` gave Sm TGR block -18%, AmpC inh detg -14% and AmpC no deterg -17%.
`COc1ccc(-c2c(C)nc3c(-c4ccsc4)cnn3c2N)cc1` gave Giardia FBPA inh 5%, Sm TGR block -13%, AmpC inh detg -1%, HCMV inh 63, AmpC no deterg -7% and HCV inhibitor -5%.
Screening CCCCCN(C(=O)CCC(=O)OC(C)C(=O)c1ccccc1)c1c(N)n(CCCC)c(=O)[nH]c1=O (configuration not stated) returned Sm TGR block 7%, AmpC inh detg -1%, HCMV inh -19, AmpC no deterg 67%[activator] and HCV inhibitor 1%.
CCC1NC(C(=O)O)Cc2c1[nH]c1ccccc21 (configuration not stated) was read as Sm TGR block 40µM*, AmpC inh detg -6%, HCMV inh 19, AmpC no deterg -38% and HCV inhibitor -13%.
COc1cccc(-n2c(Cc3cc(=O)[nH]c(=O)[nH]3)nnc2SCc2cccc(C(F)(F)F)c2)c1 was read as Giardia FBPA inh 3%, Sm TGR block -4%, AmpC inh detg -2%, HCMV inh -40, AmpC no deterg 70%[activator] and HCV inhibitor 8%.

Carrying on.
Screening O=c1cc(-c2ccc([N+](=O)[O-])cc2)nc2cc(-c3ccc(Cl)cc3)[nH]n12 returned Giardia FBPA inh 0%, Sm TGR block -16%, AmpC inh detg 0%, AmpC no deterg -31% and HCV inhibitor 7%.
`CC(=O)Nc1sc(C)c(C)c1C(=O)OCC(=O)NCc1ccc(F)cc1` gave Sm TGR block -9%, AmpC inh detg -7%, HCMV inh 21, AmpC no deterg -16% and HCV inhibitor -15%.
For CCN(C(=O)CSc1nnc(-c2ccncc2)n1C)C1CCS(=O)(=O)C1 (configuration not stated) the results were Giardia FBPA inh -11%, Sm TGR block -1%, AmpC inh detg -12%, HCMV inh 36, AmpC no deterg 1% and HCV inhibitor 16%.
COc1ccc(Sc2ccc(-c3nc4cnccn4c3NC3CCCCC3)cc2OC)cc1 was read as HCMV inh 4, AmpC no deterg -20% and HCV inhibitor -9%.
`COc1ccc(N(C(=O)CNC(=O)c2ccco2)C(C(=O)NC2CCCCC2)c2ccncc2)cc1` (configuration not stated) gave Giardia FBPA inh 11%, Sm TGR block -2%, AmpC inh detg -5%, HCMV inh -24, AmpC no deterg -3% and HCV inhibitor 8%.
Screening COc1ccc(/C=N/n2c(-c3ccccc3)n[nH]c2=S)cc1 returned Giardia FBPA inh inconclusive, Sm TGR block 14%, AmpC inh detg 4%, HCMV inh -14, AmpC no deterg -27% and HCV inhibitor -12%.
Screening CCC(C)NC(=O)CS(=O)Cc1nc(-c2cccc(OC)c2)oc1C (configuration not stated) returned Giardia FBPA inh 5%, Sm TGR block 28µM*, AmpC inh detg -14%, HCMV inh 8, AmpC no deterg -5% and HCV inhibitor -3%.
Cc1cccc(-c2nc(CSCC(=O)N3CCN(Cc4ccc5c(c4)OCO5)CC3)c(C)o2)c1 was read as Giardia FBPA inh 11%, Sm TGR block -10%, AmpC inh detg 1%, HCMV inh -3, AmpC no deterg 207%[activator] and HCV inhibitor inconclusive.
CN(C)CCCNC(=S)Nc1ccc(Oc2ccccc2)cc1 was read as Giardia FBPA inh 6%, Sm TGR block 5%, AmpC inh detg 2%, HCMV inh inconclusive, AmpC no deterg 1% and HCV inhibitor inconclusive.
Screening CCN(CC(=O)Nc1cc(Cl)ccc1C)C(=O)c1ccc2c(=O)n3c(nc2c1)CCC3 returned Sm TGR block 1%, AmpC inh detg -4%, HCMV inh -38, AmpC no deterg 33% and HCV inhibitor 19%.
CC(NC(=O)CCNC(=O)c1ccccc1Cl)c1ccc(-n2ccnc2)cc1 (configuration not stated) was read as Sm TGR block -4%, AmpC inh detg 0%, HCMV inh inconclusive, AmpC no deterg 0% and HCV inhibitor 14%.

Random draw from the library (roughly 9.9% active in at least one column).
